AMA1 RON2 block: qHTS for Inhibitors of AMA1-RON; Towards Development of Antimalarial Drug Lead: Primary Screen. Plasmodium falciparum AMA1 (3D7) - RON2 peptide interaction. AlphaScreen AMA1-biotinylated RON2 peptide binding. Potency, µM (titrated, usually from 58.2 µM), inactives show at the top dose activity change, negative = inhibition, most hits filed as inhibitors. 0.2% of 360,000 active. AID 720542, 2013;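 note: potency is the fitted concentration of half-maximal effect; 0% = vehicle wells and -100% = peptide control; nearly all actives have a fitted effect of over 45% in size; some results filed as inactive show a strong effect at the top dose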
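AMA1 (3D7) with his tag at 25 nM final met compounds first, then biotinylated RON2 peptide at 25 nM; detection used donor plus acceptor beads, 10 µg/mL apiece, read by AlphaScreen after 30 min at room temperature.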
LmPK inh: qHTS Assay for Inhibitors of Leishmania Mexicana Pyruvate Kinase (LmPK). Q27686. purified LmPK, Kinase-Glo ATP luminescence, 1 h. Potency, µM (titrated, usually from 57.5 µM), inactives show at the highest dose activity change, negative = inhibition, most hits filed as inhibitors. 0.37% of 290,000 active. AID 1721, 2009; note: potency is the fitted concentration of half-maximal effect; % is set by controls: 0 for no effect and ±100 for the full control effect
Target sequence (Q27686 whole entry, looked up): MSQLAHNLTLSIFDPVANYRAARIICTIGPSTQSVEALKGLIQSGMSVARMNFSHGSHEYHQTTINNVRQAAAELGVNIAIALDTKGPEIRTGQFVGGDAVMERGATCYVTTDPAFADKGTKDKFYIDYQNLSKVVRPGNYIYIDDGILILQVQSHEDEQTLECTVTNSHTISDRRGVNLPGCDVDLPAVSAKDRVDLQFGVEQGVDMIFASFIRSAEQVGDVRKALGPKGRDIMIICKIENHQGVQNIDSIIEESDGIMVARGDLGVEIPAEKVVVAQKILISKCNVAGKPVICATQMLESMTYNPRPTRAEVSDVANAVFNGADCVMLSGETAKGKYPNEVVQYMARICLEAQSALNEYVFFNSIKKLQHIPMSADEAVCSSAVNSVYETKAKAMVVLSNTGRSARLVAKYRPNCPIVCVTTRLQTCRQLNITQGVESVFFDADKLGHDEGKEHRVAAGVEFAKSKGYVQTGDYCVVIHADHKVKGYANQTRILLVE
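ATP generated from ADP (0.1 mM) and PEP (0.5 mM) by 0.1 nM LmPK over 1 h at room temperature (pH 7.2 imidazole buffer) was detected by coupled luciferase luminescence. Values were normalized to uninhibited and no-enzyme wells.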
CHX counter: Cycloheximide Counterscreen for Small Molecule Inhibitors of Shiga Toxin | cell reporter, cycloheximide protein synthesis inhibition counterscreen | 12% of 300,000 active | max response, % | AID 2314, 2010; in the data active = max response mostly above about 13%, no sharp cut-off; inactive = mostly below about 14%; note: read at 38.3 µM for the half of the compounds with a filed dose; 0% is about no effect
Pf growth 48h: Primary qHTS for delayed death inhibitors of the malarial parasite plastid, 48 hour incubation | P. falciparum luciferase growth in erythrocytes, 48 h | Potency, µM (doses to about 28.7 µM), for inactives: at the top dose activity change, negative = inhibition, usual class: inhibitors | 5.9% of 310,000 active | AID 504832, 2011; note: potency is the fitted concentration of half-maximal effect; % is set by controls: 0 for no effect and ±100 for the full control effect
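Parasite viability was followed by luminescence of a genomically integrated firefly luciferase. Cultures held 0.1% parasitemia at 2% hematocrit (final), incubated under 5% CO2 at 37 C.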
Tb PYK inh: qHTS of Trypanosoma Brucei Inhibitors; pyruvate kinase (Trypanosoma brucei), Q57TT1; TbPYK enzyme, Kinase-Glo Plus ATP luminescence, 45 min; Potency, µM (doses to about 76.8 µM), for inactives: at the highest dose activity, negative = inhibition, usual class: inhibitors; 0.12% of 410,000 active; note: potency is the fitted concentration of half-maximal effect; % is set by controls: 0 for no effect and ±100 for the full control effect; nearly all actives have a fitted effect of over 50% in size
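Screened from lowest to highest concentration, compounds were pinned into TbPYK/substrate mixtures, and ADP (130 uM final) was added. Plates sat at room temperature for 45 min prior to Kinase-Glo Plus detection by luminescence.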
Pf growth 96h: Primary qHTS for delayed death inhibitors of the malarial parasite plastid, 96 hour incubation; P. falciparum luciferase reporter growth, 96 h; Potency, µM (top dose mostly 28.7 µM), for the others: top-dose activity change, negative = inhibition, usual class: inhibitors; 6.9% of 320,000 active; note: potency is the fitted concentration of half-maximal effect; % is set by controls: 0 for no effect and ±100 for the full control effect
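Infected RBCs, 2% Hct / 0.05% parasitemia final; luciferase-reporter P. falciparum; cpd 96 h, 37 C, 5% CO2; luciferase detection reagent; luminescence.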
Shiga toxin inh: A qHTS for Small Molecule Inhibitors of Shiga Toxin | inhibition, % at 38.7 µM | AID 2315, 2010 | 9.2% of 290,000 active | Vero cells, Shiga toxin protein synthesis inhibition reporter; in the data active = inhibition mostly above about 28%, no sharp cut-off; inactive = mostly below about 43%; note: 0% is about no effect
* = called active by the depositor; ? = inconclusive; . = not tested or not shown; & = joins results of further samples; [ ] = another dose, or the depositor's remark. Unless noted, calls come from the whole dose curve; as a rule, active = well fitted curve in the direction sought with a large enough effect; inconclusive = small, poorly fitted or top-dose-only effect, or another doubt; inactive = no such curve, though single readings can be large; an effect the other way counts as inactive or inconclusive.

no. | Molecule | CHX counter | AMA1 RON2 block | Pf growth 48h | Tb PYK inh | LmPK inh | Pf growth 96h | Shiga toxin inh
1 | N#Cc1cc(Nc2c(N)nc[nH]c2=O)c([N+](=O)[O-])cc1C#N | -1 | 49%[activator] | -15% | -6% | 1% | -11% | 1
2 | CCCN1C2CCCC1CC(NC(=S)Nc1cc(C)ccc1C)C2 (centres undefined) | -5 | -7% | ? | 4% | 3% | 7% | 15
3 | CC(C)(C)C(=O)OCc1nc(-c2ccc3c(c2)OCCO3)cs1 | 54* | 14% | 91%[activator] | -6% | -13% | 162%[activator] | 114*
4 | CC(C)Cn1c(N)c(C(=O)COC(=O)c2cc(C(F)(F)F)nc3c(C(F)(F)F)cccc23)c(=O)n(C)c1=O | -2 | . | -8% | . | -3% | -2% | -5
5 | Cc1cc(C)cc(NC(=O)c2cccn2-c2ncc(C(F)(F)F)cc2Cl)c1 | -4 | -13% | ? | 2% | 1% | 13µM* | 2
6 | CCCCN(C)C(=O)c1nc2ccccn2c1CN1CCN(C/C=C/c2ccccc2)CC1 | -3 | -1% | ? | 3% | 5% | -57% | -4
7 | COc1ccc(OC)c(S(=O)(=O)N2CCC(C(=O)N3CCCCCC3)CC2)c1 | -2 | -7% | 6% | 0% | -3% | 4% | 4
8 | CCC(Oc1ccccc1)C(=O)O/N=C(\N)c1ccc(OC)c(OC)c1 (centres undefined) | 0 | 33%[activator] | 4% | 3% | -2% | ? | -3
9 | COc1cccc(-c2ncc3ccccc3c2COC(=O)N2CCOCC2)c1 | . | -12% | 32%[activator] | 0% | . | ? | .
10 | O=C(CN1C(=O)/C(=C/c2ccccc2Cl)SC1=S)NC1C=CS(=O)(=O)C1 (centres undefined) | 9 | 37%[activator] | 35%[activator] | -9% | -1% | 2% | 13
11 | CCc1ccc(NC(=S)N(CCCN2CCOCC2)Cc2ccccn2)cc1 | 39* | 58%[activator] | 16% | 3% | -4% | -5% | 31*
12 | O=C(Nc1ccccc1C(=O)N1CCOCC1)C1CCC(=O)N1C1CCCC1 (centres undefined) | 7 | -1% | 9% | 2% | 5% | . | 11
13 | Cc1ccc(C2C3=C(CCCC3=O)Nc3nc(SCC(=O)NCc4ccco4)[nH]c(=O)c32)cc1 (centres undefined) | -5 | 5% | 0% | 4% | 7% | 20% | -7
14 | COc1ccc(CCC(=O)OCC(=O)Nc2sccc2C(N)=O)cc1 | . | -10% | ? | 8% | . | 8% | .
15 | CCC(=O)OC1C(N(C)C)CC(C)O[C@H]1O[C@H]1[C@H](C)[C@@H](O[C@H]2CC(OC)[C@@H](O)C(C)O2)[C@H](C)C(=O)O[C@@H](CC)[C@](C)(O)[C@@H](O)[C@H](C)C(=O)[C@@H](C)C[C@]1(C)O (some centres undefined) | . | . | -16% | 3% | . | 7.6µM* | .
16 | CC(OC(=O)c1ccc2ccccc2n1)C(=O)Nc1ccc(N2CCOCC2)cc1 (centres undefined) | 16 | 7% | 16% | 2% | -6% | 18% | 76
17 | COc1ccc(OCC(=O)N/N=C(/C)Cc2ccccc2)cc1 | -2 | 47%[activator] | 32%[activator] | -8% | -3% | ? | -3
18 | COc1cccc(-n2c(C)n[nH]c2=O)c1 | -2 | 3% | 5% | 0% | -1% | 29% | -5
19 | CCCCCOc1ccc(/C=c2\sc3nc(=O)c(-c4ccccc4)nn3c2=O)cc1OC | -6 | -9% | 7% | -2% | 0% | -1% | -8
20 | CCOC(=O)N1CCC(NC(=O)c2cc(C(=O)Nc3ccc(OC)c(OC)c3)ccc2CO)CC1 | -3 | 17% | -5% | -7% | -1% | ? | 58
21 | O=C(Nc1ccccc1C(F)(F)F)N1CCN(c2ccc3nnc(-c4ccc(F)cc4)n3n2)CC1 | 1 | 3% | 12µM* | 1%&-3% | -1% | ? | 43
22 | CC(C)(C)c1ccc(C(=O)Nc2nnc(SCC(=O)NCC3CCCO3)s2)cc1 (centres undefined) | 56* | -7% | -1% | 1% | -6% | -53% | 110*
23 | COc1cc2c(cc1OC)C(C(=O)NCCN(C)C)C(c1cccs1)N(C)C2=O (centres undefined) | -2 | 1% | -2% | -1% | 7% | -17% | 27
24 | O=C(CN1CCOCC1)N1c2ccccc2Sc2ccccc21 | 1 | -3% | -14% | 2% | 0% | -3% | -5
25 | O=C(NCCc1ccc(Cl)cc1)C1CCN(S(=O)(=O)N2CCCC2)CC1 | 9 | 5% | -15% | 5% | 7% | ? | -1

Part of the list above in order of number of heavy atoms, smallest number first.
no. | Molecule | CHX counter | AMA1 RON2 block | Pf growth 48h | Tb PYK inh | LmPK inh | Pf growth 96h | Shiga toxin inh
2 | CCCN1C2CCCC1CC(NC(=S)Nc1cc(C)ccc1C)C2 (centres undefined) | -5 | -7% | ? | 4% | 3% | 7% | 15
8 | CCC(Oc1ccccc1)C(=O)O/N=C(\N)c1ccc(OC)c(OC)c1 (centres undefined) | 0 | 33%[activator] | 4% | 3% | -2% | ? | -3
7 | COc1ccc(OC)c(S(=O)(=O)N2CCC(C(=O)N3CCCCCC3)CC2)c1 | -2 | -7% | 6% | 0% | -3% | 4% | 4
21 | O=C(Nc1ccccc1C(F)(F)F)N1CCN(c2ccc3nnc(-c4ccc(F)cc4)n3n2)CC1 | 1 | 3% | 12µM* | 1%&-3% | -1% | ? | 43

(more compounds)
no. | Molecule | CHX counter | AMA1 RON2 block | Pf growth 48h | Tb PYK inh | LmPK inh | Pf growth 96h | Shiga toxin inh
26 | COc1ccc(Cn2nnc3c(C)n[nH]c(=O)c32)cc1 | -2 | 6% | 4% | 2% | -3% | ? | -3
27 | Cn1nccc1NC(=O)Nc1cccc([N+](=O)[O-])c1 | 7 | -4% | 9% | -3% | -1% | ? | -4
28 | CC(C)C[C@H](NC(=O)[C@@H](Cc1c[nH]c2ccccc12)NC(=O)[C@@H](Cc1ccc(O)cc1)NC(=O)[C@@H](CO)NC(=O)[C@@H](Cc1c[nH]c2ccccc12)NC(=O)C(Cc1cnc[nH]1)NC(=O)C1CCC(=O)N1)C(=O)N[C@@H](CCCN=C(N)N)C(=O)N1CCC[C@@H]1C(=O)NCC(N)=O (some centres undefined) | . | . | 10% | -2% | . | ? | .
29 | CC1CC(C)(C)NC(=S)N1CCCC(=O)Nc1ccc(F)c(F)c1 (centres undefined) | -2 | 2% | -17% | -2% | 1% | ? | -24
30 | Cc1cc(=O)oc2c1c(C)nn2-c1ccc(C(=O)OC(C)C)cc1 | 2 | . | 15% | . | 3% | ? | 7
31 | O=C(CSc1ccc2ccccc2c1)Nc1ncccn1 | 0 | -3% | 6% | -11% | -2% | -19% | -11
32 | OC(COCC1COc2ccccc2O1)CN1CCN(c2ccccn2)CC1 (centres undefined) | -2 | -4%&-1% | -4% | 1%&0% | -1% | -23% | -8
33 | O=C(O)c1ccccc1/C=N/NC(=S)NCc1ccccc1 | -1 | 24% | -2% | 2% | 12% | 2% | 20
34 | Oc1cccc(-c2nc3ccc4ccccc4c3c3c2CCC3)c1 | 59* | 0% | . | 1% | 7% | -11% | 127*
35 | Nc1ccc2nc(CCc3ccccc3)[nH]c2c1 | 71* | -2% | 4% | -13% | -4% | 29% | 22*
36 | O=S(=O)(Nc1cccc(-n2cnnn2)c1)c1ccc(Cl)cc1 | 1 | -6% | -19% | 1% | 2% | -20% | -1
37 | O=C(CCc1c[nH]c2ccccc12)NN1C(=O)NC2(CCCCC2)C1=O | . | 0% | -10% | 0% | . | -27% | .
38 | CCN(CC(=O)NCc1cccs1)C(=O)c1ccc(-c2cccc(C(F)(F)F)c2)o1 | . | -4% | ? | 9% | . | 9.3µM* | .
39 | CSc1c(CC(=O)Nc2ccccc2)n(Cc2ccccc2)c2ccccc12 | -3 | 4% | 12µM* | 4% | -1% | ? | -3
40 | COc1ccc(NC(=O)NNC(=O)c2ccc3ccccc3c2O)c(OC)c1 | -2 | 49%[activator] | -2% | -1% | 0% | 28% | 27*
41 | CCC(C)NC(=O)c1ccccc1NC(=O)CN(c1cc(C)ccc1OC)S(C)(=O)=O (centres undefined) | -1 | -1% | ? | 1% | 3% | ? | 22
42 | CCn1cc(/C=N\NC(=O)COc2cccc(C)c2C)c(C)n1 | -3 | 17% | 2% | -2% | -4% | -13% | -6
43 | CCc1ccc(N(CC(=O)NCc2ccc(F)cc2)C(=O)c2csnn2)cc1 | 12 | 3% | ? | 3% | -3% | ? | 22
44 | O=C(Cn1ncc2c3ccccc3n(Cc3ccccc3)c2c1=O)N1CCC2(CC1)OCCO2 | 29* | . | ? | . | 2% | 1% | 30
45 | Cc1nn(Cc2c(Cl)cccc2Cl)c(C)c1NC(=O)/C=C/c1cnn(C)c1C | -3 | 1% | ? | -1% | 0% | -20% | -6
46 | O=C(Nc1ccc(OC(F)(F)F)cc1)c1ccc2nc[nH]c2c1 | 33* | 0% | 26% | -7% | 5% | 4% | .
47 | Cc1[nH]c2ccccc2c1/C=N/NC(=O)c1ccccc1 | 42* | 29% | 5% | 0% | -10% | 2% | 51*
48 | O=C1CNC(=O)/C(=C\c2ccc(F)cc2)N1 | -3 | 10% | . | -1% | 2% | 15% | -5
49 | Nc1c(-c2ccccc2)c(CN2CCOCC2)nn1-c1ccc(C(=O)O)cc1 | -2 | -7% | -11% | -4% | -1% | -19% | -5
50 | COc1cccc(-n2c(O)c(C=Nc3c(C)n(C)n(-c4ccccc4)c3=O)c(=O)[nH]c2=O)c1 | -6 | 9% | 4% | 5% | 2% | 38%[activator] | -10

Rewritten with two lines to a compound: 2 of the compounds above
Order of values – CHX counter, AMA1 RON2 block, Pf growth 48h, Tb PYK inh, LmPK inh, Pf growth 96h, Shiga toxin inh
47. Cc1[nH]c2ccccc2c1/C=N/NC(=O)c1ccccc1
→ 42*, 29%, 5%, 0%, -10%, 2%, 51*
48. O=C1CNC(=O)/C(=C\c2ccc(F)cc2)N1
→ -3, 10%, ., -1%, 2%, 15%, -5

(next part)
no. | Molecule | CHX counter | AMA1 RON2 block | Pf growth 48h | Tb PYK inh | LmPK inh | Pf growth 96h | Shiga toxin inh
51 | O=C(NCCC1CCCCN1S(=O)(=O)c1ccccc1)C(=O)Nc1ccccc1 (centres undefined) | . | 9% | ? | 2% | . | -23% | .
52 | CN1CCN(C(=O)CN(c2cc(C(F)(F)F)ccc2Cl)S(C)(=O)=O)CC1 | 2 | 12% | . | 0% | 5% | 45%[activator] | 14
53 | CCCCN(CC)C(=O)c1oc2ccc(S(=O)(=O)N3CCCC3)cc2c1C | 13 | 1% | ? | 5% | 3% | 13µM* | -3
54 | CCCS(=O)(=O)c1nc(S(=O)(=O)c2ccc(C)cc2)c(N2CCOCC2)s1 | 3 | -4% | 12µM* | 5% | -4% | -23% | 9
55 | CC(C)CC(c1nnnn1Cc1ccc2c(c1)OCO2)N1CCC(C(N)=O)CC1 (centres undefined) | -3 | -9% | -3% | 2% | -2% | 37%[activator] | 13
